Screening results: PubChem BioAssay, several laboratories
Yp Topo-I inh – blocks Yersinia pestis topoisomerase I activity; activity, % at 10 µM; 360,000 tested, 0.064% active; Y. pestis Topo-I cleavage product accumulation, plate reader; in the data active = activity above about 50%, passing the limit was not always enough; inconclusive = no clear call, values can overlap the other calls; note: inactives centre near 2
BoNT-A LC inh2 – blocks Botulinum neurotoxin A light chain protease; multiplex microsphere protease substrate cleavage, flow cytometry; inhibition, % at 10 µM; 360,000 tested, 0.17% active; AID 588499; note: plate controls were buffer without enzyme for full effect and enzyme alone for no effect
Anthrax LF prot – blocks Bacillus anthracis lethal factor protease | P15917 | multiplex microsphere protease cleavage assay, LF | inhibition, % at 10 µM | 360,000 tested, 0.12% active | AID 588501; note: plate controls were buffer without enzyme for full effect and enzyme alone for no effect
Target sequence (P15917 whole entry, looked up): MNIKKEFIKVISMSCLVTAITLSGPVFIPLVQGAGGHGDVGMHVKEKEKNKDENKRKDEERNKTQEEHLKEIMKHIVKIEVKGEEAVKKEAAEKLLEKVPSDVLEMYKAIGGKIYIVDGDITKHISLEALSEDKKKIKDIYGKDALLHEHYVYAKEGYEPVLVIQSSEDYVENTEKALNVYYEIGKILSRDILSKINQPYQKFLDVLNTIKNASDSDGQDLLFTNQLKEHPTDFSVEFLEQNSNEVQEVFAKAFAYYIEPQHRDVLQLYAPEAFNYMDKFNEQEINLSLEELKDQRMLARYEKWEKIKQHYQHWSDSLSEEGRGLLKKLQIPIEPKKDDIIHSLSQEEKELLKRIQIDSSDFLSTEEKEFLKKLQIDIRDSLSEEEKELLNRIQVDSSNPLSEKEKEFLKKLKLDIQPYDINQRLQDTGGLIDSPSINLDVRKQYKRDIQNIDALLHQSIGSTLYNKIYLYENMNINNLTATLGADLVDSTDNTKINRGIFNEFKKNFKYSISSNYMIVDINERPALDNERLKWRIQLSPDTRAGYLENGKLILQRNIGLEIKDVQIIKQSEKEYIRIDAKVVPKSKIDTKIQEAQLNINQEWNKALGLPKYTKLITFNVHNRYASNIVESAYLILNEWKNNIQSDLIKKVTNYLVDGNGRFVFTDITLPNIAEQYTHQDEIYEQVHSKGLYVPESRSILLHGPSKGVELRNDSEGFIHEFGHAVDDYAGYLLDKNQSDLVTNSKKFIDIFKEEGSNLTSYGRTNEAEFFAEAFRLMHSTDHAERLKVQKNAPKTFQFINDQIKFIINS
TcdB inh – inhibitors of Clostridioides difficile toxin B glycohydrolase. TcdB glycohydrolase enzymatic assay, plate reader. P18177. 350,000 tested, 0.24% active. AID 652162. inhibition, % at 9.99 µM; in the data active = inhibition above about 10%
BoNT-F LC inh – BoNT F light chain protease inhibition; Multiplex microsphere protease cleavage assay, flow cytometry; inhibition, % at 10 µM; 360,000 tested, 0.22% active; AID 588497; in the data active = inhibition above about 35%, passing the limit was not always enough; inconclusive = no clear call, values can overlap the other calls; note: plate controls were buffer without enzyme for full effect and enzyme alone for no effect
PrPC TRFRET – inhibitors of human cell surface prion protein PrPC; P04156; TR-FRET read-out; inhibition, % at 13.8 µM; 370,000 tested, 0.43% active; AID 720596; in the data active = inhibition above about 24%; note: 0% = median of the test wells and 100% = reference compound wells
CCHFV vOTU inh – CCHFV vOTU protease inhibition; 370,000 tested, 0.55% active; inhibition, % at 11.5 µM; Pep-AMC fluorescence; in the data active = inhibition above about 30%; note: 0% = vehicle wells with enzyme and 100% = no enzyme wells
PfHsp40 rescue – restores yeast growth despite PfHsp40 toxicity; 340,000 tested, 0.68% active; S. cerevisiae expressing PfHsp40, growth rescue, ATP luminescence; growth rescue, % at 12.5 µM; AID 504582; in the data active = growth rescue above about 28%, passing the limit was not always enough; inconclusive = no clear call, values can overlap the other calls;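 note: yeast W303a lacking pdr1 and pdr3 grown in galactose medium; growth measured after three days at 30 °C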
FadD28 binding – M. tuberculosis FadD28 bisubstrate binding inhibition; inhibition, % at 12.5 µM; 360,000 tested, 0.22% active; FadD28 bisubstrate probe binding, fluorescence polarization; AID 588549; in the data active = inhibition above about 8.5%, passing the limit was not always enough; inconclusive = no clear call, values can overlap the other calls
Numbers without * were called inactive; ? = inconclusive; · = no result given. Cut-off read from the data, not from the text of the source, unless noted: active = inhibition above about 30%; inconclusive = no clear call, values can overlap the other calls; inactive = below that.

SMILES	Yp Topo-I inh	BoNT-A LC inh2	Anthrax LF prot	TcdB inh	BoNT-F LC inh	PrPC TRFRET	CCHFV vOTU inh	PfHsp40 rescue	FadD28 binding
COc1ccccc1C(=O)COC(=O)c1cc(=O)[nH]c2ccccc12	1	-0.9	-5	-0.2	-11	-2	-8	0.1	-0.7
COc1ccc(-n2nnnc2-c2cnc3cc4c(cc3c2C)OCO4)cc1	-7	-0.3	3	·	8	3	-10	1.4	0.1
NC12NC(=O)C3(O)C4C5CC(C6C5C3C61)C42 (stereo not drawn)	1	-0.5	-2	-2.1	0	-4	1	-1.4	-0.1
COc1ccc(Nc2nnc(SCC(=O)NC(=O)Nc3ccc4c(c3)OCCO4)s2)cc1	5	-1.2	3	-1.4	-10	3	10	0.0	-1.2
COc1ccc(S(=O)(=O)N(C)C[C@@H]2Oc3ccc(NS(=O)(=O)c4cn(C)cn4)cc3C(=O)N([C@@H](C)CO)C[C@@H]2C)cc1	23	-0.5	1	-1.4	-5	3	-11	-0.4	-5.9
CCOCCn1c(N2CCN(c3ccccc3)CC2)nc2c1c(=O)[nH]c(=O)n2C	9	-1.2	-5	1.6	-2	-3	1	-0.5	-1.3
Cc1cccc(C(=O)N/N=C/c2cc(Br)c(Br)o2)c1	9	0.7	0	·	4	0	-1	-0.5	-1.8
Cc1nc(CSc2nnc(N)s2)cs1	8	-1.2	0	-3.9	-1	6	-10	0.6	1.2
COc1ccc(-c2csc(NC(=O)c3cc(-c4cccs4)nc4ccccc34)n2)c(OC)c1	3	0.8	-4	·	0	3	-2	0.7	-3.9
N#Cc1cnc(Nc2nc3ccccc3o2)nc1-c1ccccc1	4	1.8	2	·	13	-3	7	-1.1	-1.5
CCCn1c(-c2ccc(OC)cc2)nc2nc3ccccc3nc21	-3	3.4	6	·	2	-8	-20	-0.1	-2.3
CC(=O)Nc1cccc(-c2ccnc3c2CC(C(=O)Nc2cccc(N(C)C)c2)O3)c1 (stereo not drawn)	-3	0.0	5	-9.9	-4	3	4	·	1.0
CCn1c(=O)c(C(=O)Nc2ccccc2F)c(O)c2ccccc21	-1	-7.6	6	-8.2	?	7	-2	-0.2	-0.3
COc1ccccc1N=Cc1c(C)c(C#N)c2[nH]c3ccccc3n2c1=O	-10	0.9	0	0.6	-3	-6	-4	-0.7	-1.6
OCC[C@@H]1C[C@H](O)[C@@H](O)[C@]2(OCCc3ccccc32)O1	5	0.2	6	0.8	-3	2	6	2.9	-2.0

The final 3 entries of the part above lead into the next:
SMILES	Yp Topo-I inh	BoNT-A LC inh2	Anthrax LF prot	TcdB inh	BoNT-F LC inh	PrPC TRFRET	CCHFV vOTU inh	PfHsp40 rescue	FadD28 binding
CCn1c(=O)c(C(=O)Nc2ccccc2F)c(O)c2ccccc21	-1	-7.6	6	-8.2	?	7	-2	-0.2	-0.3
COc1ccccc1N=Cc1c(C)c(C#N)c2[nH]c3ccccc3n2c1=O	-10	0.9	0	0.6	-3	-6	-4	-0.7	-1.6
OCC[C@@H]1C[C@H](O)[C@@H](O)[C@]2(OCCc3ccccc32)O1	5	0.2	6	0.8	-3	2	6	2.9	-2.0
COc1ccc2c(c1)CC(C1(O)C(=O)Nc3ccccc31)C2=O (stereo not drawn)	0	0.2	2	·	1	-5	2	-0.4	-3.2
C=C(C)C(=O)N1CC2(CC(c3cccc(NC(=O)COc4ccc(Cl)cc4)c3)=NO2)C[C@@H]1C(N)=O (stereo partly drawn)	20	0.1	3	0.8	1	1	-6	0.8	-8.1
O=C(Nc1ccc(N2CCOCC2)cc1)C1CCCCN1S(=O)(=O)c1ccccc1 (stereo not drawn)	5	-0.4	3	2.0	-3	10	8	-0.3	-4.5
CCOc1ccc(C(=O)Cc2cc3cccc(OC)c3oc2=O)cc1	11	0.6	-13	0.1	32	-4	-7	-0.6	-1.9
CC(=O)c1c(COC(=O)c2cccnc2)nc2ccccc2[n+]1[O-]	2	3.1	-2	·	-19	-7	4	-1.1	-3.4
O=C(Nc1ccccn1)NC12CC3CC(CC(C3)C1)C2	-4	-1.1	-5	·	3	-3	2	-0.8	0.9
COC(=O)CSC(C(=O)Nc1ccc(C)c(C)c1)c1ccccc1 (stereo not drawn)	-10	0.4	-1	·	0	-2	4	-0.6	0.5
O=C(N/C(=C\c1ccc(Br)cc1)C(=O)N1CCCC1)c1cccs1	-5	-1.0	0	-14	-3	10	8	1.1	-2.2
Brc1ccc(-c2nn3c(Cc4ccccc4)nnc3s2)o1	5	-0.9	0	0.3	1	-5	8	2.3	-0.1
CCOc1ccccc1CN1CCNC(=O)C1CC(=O)NC1CCCCCCC1 (stereo not drawn)	25	-0.1	0	0.8	-3	0	23	-0.4	1.4
COc1ccc([N+](=O)[O-])cc1NC(=S)NC(=O)C(C)(C)C	-3	-1.4	-2	1.9	-6	-5	-3	-1.3	-2.0
O=C(NCc1cccc(Cl)c1)c1ccc(-n2cncn2)c2ccoc12	25	-1.3	-3	1.2	-20	0	1	·	-3.8
COc1ccc(N2CCN(c3cc(C)c4ccc(C)cc4n3)CC2)cc1	-4	-0.3	-4	-3.7	-4	-9	12	1.2	-2.4
CCOC(=O)CSC1=NC(=O)/C(=C\c2ccc(OC(C)=O)cc2)S1	6	-4.2	-10	·	-30	-9	6	0.7	-2.5
CC(C)N1CC=C2C(C#N)=C(N)C(C#N)(C#N)C(c3ccccc3)C2C1 (stereo not drawn)	-1	3.5	-2	·	?	-16	-39	0.6	-4.8
COc1ccccc1NC(=O)c1ccc(NC(=O)COC(=O)c2cncc(Br)c2)cc1	1	1.8	6	-1.6	2	2	23	-1.3	-1.5
CN(Cc1ccc(C(C)(C)C)cc1)C(=O)C1CCN(C(=O)Nc2ccccc2)CC1	28	-2.1	-4	3.0	-4	0	8	0.5	-0.7
Cc1ccc2c(c1)C1C=CCC1C(C(=O)NCCCN1CCOCC1)N2 (stereo not drawn)	9	-0.1	-10	·	-14	-10	6	-1.5	0.2
Cn1ccnc1SCC(=O)Nc1cccc(C#N)c1	0	1.3	-4	2.6	0	-2	0	0.4	-2.1
CC(=O)c1ccc(N2CCN(C(=O)CCCn3c(=O)[nH]c4ccsc4c3=O)CC2)cc1	15	1.1	-4	1.8	1	-6	10	1.0	0.6
O=C(/C=C/c1cccc([N+](=O)[O-])c1)NCCSCc1ccco1	-3	-0.6	-2	-0.8	0	-2	-9	1.2	-1.8
COc1cccc(-c2nc(CS(=O)(=O)CC(=O)N3CCc4ccccc43)c(C)o2)c1	12	0.3	1	-1.1	-1	7	5	0.1	-0.1
CCNC(=O)C1Cc2ccccc2CN1S(=O)(=O)c1ccc(F)cc1 (stereo not drawn)	7	0.5	2	-0.5	0	7	6	0.8	-3.1
CCOC(=O)N1CCN(C(=O)c2cnn3ccccc23)CC1	-2	-0.4	7	0.3	0	-4	-7	-0.9	-2.9
COC(=O)c1cc(NCc2cccs2)ccc1N1CCOCC1	4	-0.2	-1	·	-3	-7	-8	-1.2	-1.0
N=NC(=O)c1ccccc1Nc1c(O)[nH]c2ccccc12	-3	-0.4	-9	0.8	-10	-24	2	-1.4	-2.1
CC(O)CNCCOc1cccc(Oc2ccccc2)c1 (stereo not drawn)	8	0.4	-4	0.7	-3	1	-1	-0.3	-1.1
O=C(c1cnsn1)N1CCC(CO)(Cc2cccc(F)c2)CC1	-5	-0.8	-4	1.4	-4	5	-8	-2.5	-0.1
C/C(=N\NC(=O)CSc1nc2ccccc2s1)c1ccco1	-2	-1.2	1	1.4	-1	2	-1	-2.2	-1.2
CCOc1ccc(NC(=O)C(Cc2ccccc2)NC(=O)C2CCCCC2)cc1 (stereo not drawn)	-4	1.6	-3	·	-9	0	-3	-1.6	-3.2
Cc1ccc(O)c(N=Nc2ccc(S(=O)(=O)N3CCCC3)cc2)c1	-1	0.6	3	-0.4	-1	3	1	-0.6	-1.0
Cc1occc1-c1nnc(SCC(=O)N2CCN(c3ccccc3)CC2)n1C	-15	0.1	-6	·	6	4	-3	-0.9	-3.0
Cc1nc2cc(CO)ccc2n1C	-6	1.1	-1	·	12	2	0	-0.3	-1.7
CCc1nnc(NC(=O)c2ccc(S(=O)(=O)NCC(C)C)cc2)s1	2	0.0	5	·	-4	2	1	-1.2	-3.0
COc1cc(/C=N/Nc2nc3ccccc3o2)cc(OC)c1O	-1	2.3	-4	·	?	-6	2	0.4	2.3
COc1cccc(CNC(=O)CCC2CCCN(Cc3ccc(OC(F)F)cc3)C2)c1 (stereo not drawn)	4	-0.2	-3	0.3	-1	-3	-4	-0.1	0.6
Cc1ccc(N2C(=O)CC(Cn3nc(C)cc3C)C2=O)cc1 (stereo not drawn)	5	-0.3	-6	·	6	-2	-7	-0.4	0.3
O=C(NCCS(=O)(=O)N1CCN(c2ccccc2F)CC1)c1c(F)cccc1F	-2	·	·	1.9	·	1	-7	-1.2	-0.3
COc1ccc(C(=O)NN(C)c2nc(-c3ccccc3)nnc2C(F)(F)F)cc1	5	-0.1	-7	·	3	1	7	1.2	2.9
COc1cc(NC(=O)c2ccc(-c3csc(C)n3)cc2)c(OC)cc1Cl	-3	-0.6	4	1.1	-1	1	-14	-0.6	-2.3
O=C1CC(C(=O)Nc2ccc(F)c(Cl)c2)N=C(N2CCCCC2)N1 (stereo not drawn)	-1	-1.2	-10	·	2	-6	4	0.5	-1.5
O=C(CCC(=O)N/N=C/c1cc(Cl)cc(Cl)c1O)NCc1ccccc1	4	-0.3	-2	0.1	-4	-3	-10	0.4	-1.4
CC(OC(=O)C1COc2ccccc2O1)C(=O)N(C)c1ccccc1 (stereo not drawn)	5	-0.2	0	0.7	-3	0	-9	0.0	-0.5
COc1ccc(C(=O)N=C2SC3CS(=O)(=O)CC3N2Cc2ccc(F)cc2)cc1 (stereo not drawn)	14	0.9	-2	-0.2	1	6	-5	0.0	1.3
CCOC(=O)C1CCN(Cc2cnc(Oc3ccc(C(C)(C)C)cc3)s2)CC1	23	-0.7	-4	·	-3	7	12	0.5	-2.6

The last three compounds of the section before come first, to join the parts.
SMILES	Yp Topo-I inh	BoNT-A LC inh2	Anthrax LF prot	TcdB inh	BoNT-F LC inh	PrPC TRFRET	CCHFV vOTU inh	PfHsp40 rescue	FadD28 binding
CC(OC(=O)C1COc2ccccc2O1)C(=O)N(C)c1ccccc1 (stereo not drawn)	5	-0.2	0	0.7	-3	0	-9	0.0	-0.5
COc1ccc(C(=O)N=C2SC3CS(=O)(=O)CC3N2Cc2ccc(F)cc2)cc1 (stereo not drawn)	14	0.9	-2	-0.2	1	6	-5	0.0	1.3
CCOC(=O)C1CCN(Cc2cnc(Oc3ccc(C(C)(C)C)cc3)s2)CC1	23	-0.7	-4	·	-3	7	12	0.5	-2.6
Cn1cc(-c2csc(C(O)(c3ccccc3)C(F)(F)F)n2)cn1 (stereo not drawn)	-9	0.2	-4	1.8	1	-9	-2	·	-6.8
O=[N+]([O-])c1ccc2nc(-c3ccccc3)cc(-c3ccccc3)c2c1	4	1.2	-1	·	-4	2	-1	-0.9	-4.4
O=c1c2ccccc2nc2n1C(CSc1ccc(Br)cc1)CN2 (stereo not drawn)	-4	0.0	0	·	4	-5	4	0.4	-1.7
COc1ccccc1OC(=O)c1ccc2nsnc2c1	7	0.6	-11	1.1	4	-7	5	0.2	-4.5
CCOc1ccccc1CNS(=O)(=O)c1ccc2c(c1)oc(=O)n2C	-10	0.3	-7	-6.6	-1	14	2	-1.4	-1.3
CS(=O)(=O)c1ccc(Cl)c(NC(=O)COC(=O)c2cccc(S(=O)(=O)N3CCCCC3)c2)c1	24	-1.8	-2	0.6	-3	5	-11	-0.6	-0.9
CCC(=O)N1CCc2cc(S(=O)(=O)CCC(=O)NCc3cccs3)ccc21	7	0.7	2	·	1	-1	3	-0.3	3.0
Cc1ccc(C(=O)c2sc3c(c2N)c(=O)[nH]c(=O)n3CCc2ccccc2)cc1	160*	0.1	-1	·	7	-4	-6	0.3	0.1
Cc1ccc(-c2nnc(Cc3ccc([N+](=O)[O-])cc3)o2)cc1	16	0.0	-9	0.7	-2	-6	-2	0.9	-1.1
Cc1ccc(NC(=O)CC2=NC(=O)C(CC(=O)Nc3ccccc3C)S2)cc1 (stereo not drawn)	2	-1.0	2	0.3	-8	9	9	-1.1	-1.8
COc1ccc(C2=C(C#N)C(=O)OC2)cc1	9	20	-34	·	30	4	3	0.6	-4.7
